Compound activity from PubChem.
GLS inhibitor: glutaminase GLS (human) inhibition; Potency, µM (doses to about 45.5 µM), for inactives: top-dose activity change, negative = inhibition, hits mostly inhibitors; O94925; actives 0.21% (n = 410,000); AID 624170; GLS enzymatic activity, qHTS titration; also: % is scaled to controls: 0 for no effect and ±100 for the full control effect
Target sequence (O94925 whole entry, looked up): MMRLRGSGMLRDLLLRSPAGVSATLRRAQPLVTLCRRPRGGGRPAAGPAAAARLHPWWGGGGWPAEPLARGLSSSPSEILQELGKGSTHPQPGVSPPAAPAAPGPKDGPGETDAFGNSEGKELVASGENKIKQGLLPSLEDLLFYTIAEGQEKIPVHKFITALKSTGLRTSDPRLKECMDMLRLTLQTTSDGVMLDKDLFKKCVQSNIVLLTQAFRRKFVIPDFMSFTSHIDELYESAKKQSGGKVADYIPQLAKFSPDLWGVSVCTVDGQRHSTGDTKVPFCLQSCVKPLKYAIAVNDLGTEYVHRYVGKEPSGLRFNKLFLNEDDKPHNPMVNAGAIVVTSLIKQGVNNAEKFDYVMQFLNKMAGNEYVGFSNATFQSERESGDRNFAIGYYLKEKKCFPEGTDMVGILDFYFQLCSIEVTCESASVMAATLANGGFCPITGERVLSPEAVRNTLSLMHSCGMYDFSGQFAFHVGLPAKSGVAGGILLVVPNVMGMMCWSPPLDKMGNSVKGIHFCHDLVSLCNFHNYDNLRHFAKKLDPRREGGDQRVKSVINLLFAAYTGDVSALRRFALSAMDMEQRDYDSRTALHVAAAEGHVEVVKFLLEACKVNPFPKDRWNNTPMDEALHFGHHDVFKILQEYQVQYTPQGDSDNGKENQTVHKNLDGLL
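Coupled fluorescence readout: glutamate oxidase/HRP/Amplex Red detect glutamate formed by hKGA from L-glutamine (1 mM solution added). Buffer 45 mM KH2PO4 pH 8.2, 0.02% Tween-20; reads at t0 and 30 min RT.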
TrxR1 inh: blocks rat thioredoxin reductase 1. O89049. recombinant rTrxR1, NADPH fluorescence consumption, selenite substrate. Potency, µM (series often up to 114 µM), without a hit: at the highest dose activity change, negative = inhibition, most hits filed as inhibitors. actives 1% (n = 390,000). AID 588453; also: % is scaled to controls: 0 for no effect and ±100 for the full control effect; nearly all actives have a fitted effect of over 65% in size
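Rat TrxR1 (90 nM in the dispensed reagent) was pre-reduced with 400 uM NADPH for 5 min at room temperature, then incubated with compound for 15 min. After 400 uM selenite was added, NADPH fluorescence (Ex 340/Em 450 nm) was followed for 8 min.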
JMJD2A Tudor inh: inhibitors of human JMJD2A Tudor domain | AlphaScreen JMJD2A-Tudor / H3K4me3 peptide binding | actives 4.4% (n = 390,000) | Potency, µM (highest dose often 114 µM), for inactives: top-dose activity change, negative = inhibition, usual class: inhibitors | O75164; also: % is scaled to controls: 0 for no effect and ±100 for the full control effect; nearly all actives have a fitted effect of over 50% in size
RGS4 inh: inhibitors of human regulator of G protein signaling 4. Transcreener GDP fluorescence polarization, RGS4-accelerated GTP hydrolysis. Potency, µM (highest dose often 114 µM), for inactives: top-dose activity change, negative = inhibition, most hits filed as inhibitors. actives 0.039% (n = 390,000). AID 504845; also: % is scaled to controls: 0 for no effect and ±100 for the full control effect; nearly all actives have a fitted effect of over 75% in size; some results filed as inactive show a strong effect at the top dose
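MLSMR compounds (23 nl, pin-transferred) preincubated 10 min at room temperature with a 500nM (2x) first reagent, then RGS4 at 900nM (2x) plus Transcreener GDP mix added; fluorescence polarization (620/688 nm) read before and after 90 min at 30 °C.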
ALOX12 inh: ALOX12 (human) lipoxygenase inhibition; Potency, µM (highest dose often 108 µM), for the others: at the top dose activity change, negative = inhibition, usual class: inhibitors; actives 1.1% (n = 580,000); purified 12hLO, xylenol orange hydroperoxide absorbance; P18054; AID 1671190; also: % is scaled to controls: 0 for no effect and ±100 for the full control effect
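Purified human 12hLO at 150 nM in 25 mM Hepes, 0.01% Triton X-100, pH 7.0, preincubated 15 min at room temperature with compound. Reaction started with 40 uM arachidonic acid, 30 min at room temperature. Hydroperoxide measured by Fe-xylenol orange, 573/405 nm absorbance ratio.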
HP1b chromo inh: inhibitors of HP1-beta chromodomain binding to methylated histone tails. P83916. AlphaScreen HP1-beta / biotin-H3K9me3 peptide binding. Potency, µM (doses to about 114 µM), for the others: at the highest dose activity change, negative = inhibition, most hits filed as inhibitors. actives 0.56% (n = 390,000); also: nearly all actives have a fitted effect of over 70% in size; inactives centre near 23
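HP1-beta protein (50 nM final) preincubated 30 min at room temperature with biotinylated H3(1-18)K9me3 peptide (50 nM) in PBS pH 7.4, 0.01% Tween-20, then compound added for 30 min. AlphaScreen streptavidin donor/nickel chelate acceptor beads (10 ug/mL final), 30 min dark, luminescence read.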
PGK inhibitor: inhibitors of T. brucei phosphoglycerate kinase; actives 0.043% (n = 380,000); PGK/GAPDH coupled, Kinase-Glo luminescence, 60 min; Potency, µM (titrated, usually from 57.5 µM), for inactives: top-dose activity change, negative = inhibition, hits mostly inhibitors; P07378; also: % is scaled to controls: 0 for no effect and ±100 for the full control effect; nearly all actives have a fitted effect of over 60% in size
Target sequence (P07378 whole entry, looked up): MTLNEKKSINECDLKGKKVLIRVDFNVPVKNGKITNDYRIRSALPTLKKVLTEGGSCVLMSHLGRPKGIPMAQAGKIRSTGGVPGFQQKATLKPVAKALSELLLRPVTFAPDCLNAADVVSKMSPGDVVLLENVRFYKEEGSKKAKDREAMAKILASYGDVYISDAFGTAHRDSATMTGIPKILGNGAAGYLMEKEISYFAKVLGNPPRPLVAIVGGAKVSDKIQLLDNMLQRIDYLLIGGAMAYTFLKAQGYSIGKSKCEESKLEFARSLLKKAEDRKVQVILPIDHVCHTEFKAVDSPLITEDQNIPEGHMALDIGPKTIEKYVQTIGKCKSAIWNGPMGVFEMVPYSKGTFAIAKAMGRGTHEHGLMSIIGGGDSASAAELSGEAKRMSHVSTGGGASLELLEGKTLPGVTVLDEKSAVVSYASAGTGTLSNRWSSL
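Luminescent ATP detection (Kinase-Glo Plus) follows a 60-minute room-temperature incubation, with wells lacking PGK as controls. Buffer: 100 mM TEA (pH 7.6), 5 mM MgCl2, 0.01% Tween-20. Coupling enzyme GAPDH (100 nM final) supplies unstable 1,3-BPG in-well.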
Pin1 inhibitor: blocks the human prolyl isomerase Pin1. Q13526. Pin1 FP peptide displacement, HiFluor488, 10 min. Potency, µM (highest dose often 115 µM), for inactives: top-dose activity, negative = inhibition, most hits filed as inhibitors. actives 0.009% (n = 390,000); active = well fitted inhibition curve with a large enough effect in the polarisation, with a control signal flat, not every such curve was filed as active; inconclusive = small, poorly fitted or top-dose-only effect, or effect the other way, or a change in a side signal; inactive = no such curve, though single readings can be large or run the other way; the % refers to the polarisation; also: % is scaled to controls: 0 for no effect and ±100 for the full control effect
ERG Ets-DNA blk: ERG Ets/DNA interaction inhibition; P11308; fluorescence polarization, His-ERG Ets domain / labelled DNA; AID 624246; Potency, µM (doses to about 76.9 µM), for the others: top-dose FP activity, negative = inhibition, actives largely listed as inhibitors; actives 0.028% (n = 370,000); active = well fitted inhibition curve with a large enough effect in the polarisation, with a control signal flat; inconclusive = small, poorly fitted or top-dose-only effect, or effect the other way, or a change in a side signal; inactive = no such curve, though single readings can be large or run the other way; the % refers to the polarisation;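 also: polarization taken with two DNA probes labelled with fluorescein and Texas red; % of control where 0% means no effect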
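His-tagged ERG Ets domain (1 uM in the protein solution; 300mM KCl, 50mM Tris-HCl, 1mM EDTA, 1mM DTT, pH 7.5) received compound, then a probe mix of 5 nM fluorescein-DNA and 100nM Texas-615-DNA. Fluorescence polarization was read for both dyes.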
The depositor's hits bear a star; i = inactive; ? = inconclusive; . = no result given; & = joins results of further samples; [ ] = remark or other dose. Unless noted, calls follow the shape of the dose curve; as a rule, active = well fitted curve in the direction sought with a large enough effect; inconclusive = small, poorly fitted or top-dose-only effect, or another doubt; inactive = no such curve, though single readings can be large; an effect the other way counts as inactive or inconclusive. Potency is read from the fitted curve at half-maximal effect. A portion of the library; count on the stated rates, not on these rows.

SMILES | GLS inhibitor | TrxR1 inh | JMJD2A Tudor inh | RGS4 inh | ALOX12 inh | HP1b chromo inh | PGK inhibitor | Pin1 inhibitor | ERG Ets-DNA blk
CCCCc1cc(=O)oc2c(C)c(OCc3nn[nH]n3)ccc12 | 33%[activator] | 13%[11.4 µM] | -20% | -41% | 1% | 16% | -3% | 1% | -7%
Cc1ccc2[nH]cc(CCCN3C(=O)c4ccccc4C3=O)c2c1 | 16% | 23% | 22µM* | 7%[11.4 µM] | 1% | -15% | -1% | 1% | -2%
Cc1ccc(S(=O)(=O)N(C)C)cc1NC(=O)C(C)N(C)Cc1sccc1C (configuration not stated) | -22% | 23%[57.1 µM] | -21% | 27% | -4% | 15% | 0% | -2% | -4%
CCOC(=O)c1c(C)[nH]c(C(=O)COC(=O)CNC(=O)c2ccccc2Cl)c1C | -7% | -1%[57.1 µM] | -11% | -11% | 7% | 19% | -9% | 0% | 6%
O=C(Cn1cc(S(=O)(=O)Cc2ccccc2F)c2ccccc21)N1CCOCC1 | 0% | 7% | -12% | -8% | 189%[activator] | 45%[activator] | -1% | -4% | 7%
COC(=O)[C@@H]1OC(=O)[C@H]2O[C@@]23[C@@]1(C)CC[C@@H]1[C@@]2(C)C=CC(=O)OC(C)(C)[C@@H]2CC(=O)[C@]13C | -1% | -7%[57.1 µM] | -18% | 5% | 10% | 18% | -5% | -8% | -11%
CCCCC(=O)Nc1ccc(NC(=O)c2ccc3c(c2)OCO3)cc1OC | -14% | -1% | -19% | -3% | 1% | 6% | -11% | 3% | 4%
Cc1ccc(-n2[nH]c(C)c(/C=C3/C=Nc4ccccc43)c2=O)cc1C | 10% | 11%[57.1 µM] | -18% | 30% | ? | 3% | -5% | -7% | -1%
Cc1nn(-c2ccc(N3CCCC3)nn2)c(C)c1CCC(=O)N1CCN(c2ccccc2F)CC1 | 0% | 22%[57.1 µM] | -25% | 1% | -18% | 4% | -9% | -10% | -1%
COc1ccc(N2CCN(CC(=O)Nc3ccc(C)cc3)CC2)cc1 | 37%[activator] | 18% | -26% | 5% | -1% | -4% | -12% | -8% | 7%
Cn1c(C(O)c2ccc(Cl)cc2)nc(Cl)c1Cl (configuration not stated) | 6% | 13% | -26% | 16% | 0% | 4% | -7% | 7% | -12%
Cc1ccc(NS(=O)(=O)c2ccccc2[N+](=O)[O-])cc1C | 7% | -4% | -22% | -9% | 2% | -5% | 10% | 6% | -1%
O=C(NCC1CCCO1)C1CCCN(S(=O)(=O)c2ccc(Cl)cc2)C1 (configuration not stated) | -1% | 15%[57.1 µM] | -36% | -11% | -18% | 6% | 1% | 1% | 9%
COc1ccc(NC(=O)COc2cc(C)cc(C)c2)cc1S(=O)(=O)N1CCCCC1 | -17% | 0%[57.1 µM] | -21% | -5% | -5% | 11% | -1% | 7% | -9%
CN1CCN(c2ccc(NC(=S)NC(=O)c3cccc4c(Br)cccc34)cc2)CC1 | 8% | -22% | -32% | -38% | 2% | 8% | -1% | 0% | -3%
CCOc1ccc(N2CC(C(=O)NCc3nnnn3-c3ccc(C)c(C)c3)CC2=O)cc1 (configuration not stated) | -1%&-5% | -5% | -17%&-20% | -23%&30% | 5%&-13% | 32% | -8% | 0%&3% | 7%&-12%
O=C(O)Cc1sc(Nc2ccc(F)cc2)nc1-c1cccs1 | -3% | -32% | ? | ? | ? | ? | 1% | ? | 9%
COc1ccccc1C(=O)COC(=O)CN1C(=O)C2CC=CCC2C1=O (configuration not stated) | 1% | 10%[57.1 µM] | -8% | 9% | 4% | 25% | -4% | ? | -2%
C=CCNC(=O)c1cccc(NS(=O)(=O)c2ccc(Cl)cc2)c1 | -3% | 7%[11.4 µM] | -1% | -5% | -10% | 46%[activator] | 2% | -9% | 5%
Cc1nn(-c2ccccc2)c(C)c1/C=N/NC(=O)c1ccc(F)cc1 | 0% | 29% | -17% | 9% | -3% | 34% | -9% | 0% | -3%
O=C(Nc1nnc(CSCc2ccc(F)cc2)s1)c1cccc([N+](=O)[O-])c1 | -7% | -14% | -9% | 6% | 4% | 24% | 2% | -2% | 4%
CC(C)NC(=O)N(C)C[C@H]1Oc2ccc(NC(=O)NC3CCCCC3)cc2C(=O)N([C@H](C)CO)C[C@@H]1C | 0% | 3% | -17% | 15% | 22% | 19% | 8% | 0% | 7%
O=C1CCc2cc(S(=O)(=O)NCCC(=O)N3CCN(c4cccc(Cl)c4)CC3)ccc2N1 | 1% | 17% | -17% | 21% | -10% | 7% | -8% | 2% | 9%
COc1ccccc1CNC(=O)C1CCCN(c2nnc(C)c3c(C)n(-c4ccccc4)nc23)C1 (configuration not stated) | -3% | 55%[activator] | -1% | 5% | -15% | 47%[activator] | i | 21% | -3%
Cc1ccsc1/C=N/NC(=O)c1ccco1 | -10% | -10% | 3% | -28% | 16% | 38% | -13% | -1% | -3%

Given as a markdown table: two of the compounds above.
| structure | GLS inhibitor | TrxR1 inh | JMJD2A Tudor inh | RGS4 inh | ALOX12 inh | HP1b chromo inh | PGK inhibitor | Pin1 inhibitor | ERG Ets-DNA blk |
| --- | --- | --- | --- | --- | --- | --- | --- | --- | --- |
| O=C(Cn1cc(S(=O)(=O)Cc2ccccc2F)c2ccccc21)N1CCOCC1 | 0% | 7% | -12% | -8% | 189%[activator] | 45%[activator] | -1% | -4% | 7% |
| Cc1ccc(S(=O)(=O)N(C)C)cc1NC(=O)C(C)N(C)Cc1sccc1C (configuration not stated) | -22% | 23%[57.1 µM] | -21% | 27% | -4% | 15% | 0% | -2% | -4% |

Going on with the list.
SMILES | GLS inhibitor | TrxR1 inh | JMJD2A Tudor inh | RGS4 inh | ALOX12 inh | HP1b chromo inh | PGK inhibitor | Pin1 inhibitor | ERG Ets-DNA blk
CCOc1ccc(NC(=O)CSc2nnc(-c3ccco3)n2N)cc1 | -2% | 4% | -4% | -22% | 13% | 33% | -2% | 2% | 0%
CCOC(=O)Nc1ccc2c(CN3CCN(S(=O)(=O)c4ccccc4F)CC3)cc(=O)oc2c1 | -5% | -19% | -10% | 12% | -17% | 30% | -9% | 35%[activator] | -4%
O=C(COC(=O)c1ccccc1[N+](=O)[O-])NC(=O)c1ccccc1 | -18% | 1% | -6% | -20% | -2% | 19% | -1% | 4% | 5%
COc1ccc(-n2cc(C(=O)Nc3cc([N+](=O)[O-])ccc3OC)c3ccccc3c2=O)cc1 | 0% | -4% | -29% | -6% | -14% | 7% | -3% | 2% | -1%
CCn1c(SCC(=O)NC2CCCc3ccccc32)nnc1-c1ccncc1 (configuration not stated) | 5% | 2% | -7% | 31% | 7% | 14% | -11% | -4% | -7%
O=C1C2C(C(=O)N1Cc1ccco1)C1C=CC2C12CC2 (configuration not stated) | 1% | 10% | -7% | -7% | 6% | 21% | -2% | -7% | 6%
C=CCNc1nc(C(F)(F)F)nc2c1nnn2Cc1ccccc1Cl | 0% | 8% | -8% | -3% | 10% | 55%[activator] | -5% | 1% | -4%
O=C(CNC(=O)c1ccc(Cl)cc1)NNC(=O)c1ccc(Br)cc1 | 5% | 17% | -7% | -13% | -14% | 40%[activator] | 3% | 6% | 4%
C[C@H](CO)N1C[C@H](C)[C@@H](CN(C)CC2CCCCC2)Oc2c(NS(=O)(=O)c3ccccc3)cccc2C1=O | 4% | 9%[57.1 µM] | -20% | 11% | -4% | 39%[activator] | 2% | 0% | 1%
CCOC(=O)C1CCN(C(=O)c2nn(-c3ccc(OC)c(Cl)c3)c(=O)c3c2c2ccccc2n3C)CC1 | 4% | 41%[activator] | -12% | -18% | -24% | 35% | i | 8% | -1%
Cc1cc(C)nc(NC2=NCC(=O)N2c2ccc3c(c2)OCCO3)n1 | -9% | 13% | ? | 3% | -15% | 32% | . | -18% | .
CC1CCN(C(=O)COC(=O)c2cccc(NS(=O)(=O)c3ccccc3)c2)CC1 | -18% | 2% | 2% | -15% | -4% | 18% | -8% | -9% | -8%
CCCCn1nnnc1SCC(=O)N1CCCC1 | 8% | 10%[57.1 µM] | -11% | 23% | 0% | 31%[activator] | -1% | 0% | 4%
CCOC(=O)c1ccc(NC(=O)c2nc[nH]c2C(=O)N[C@@H](CC(C)C)C(=O)OC(C)(C)C)cc1 | 8% | -8% | -29% | 19% | 7% | 37% | 5% | ? | 15%
CCCCNc1c(-c2ccc(SC(C)CC)cc2)nc2cnccn12 (configuration not stated) | 20% | ? | 56µM* | 19% | . | 24% | 0% | ? | 12%
Cc1ccc(NC(=O)Cn2c(=O)cnc3ccccc32)cc1S(=O)(=O)N1CCCCC1 | -4% | 10% | -23% | -15% | 195%[activator] | 34% | -7% | 12% | -18%
Cc1ccncc1CNC(=O)c1ccccc1 | -9% | 2% | -14% | 2% | -15% | -4% | -8% | -15% | -14%
OC(COCC1COc2ccccc2O1)CN1CCN(c2ccc(F)cc2)CC1 (configuration not stated) | 20% | 11%[57.1 µM] | ? | -19% | ? | -10% | -9% | 38% | -1%
COC(=O)[C@]1(Cc2ccccc2)N[C@H](CN(C)C(=O)c2ccc(C)cc2)[C@@H]2C(=O)N(C)C(=O)[C@@H]21 | 0% | 12% | -1% | -1% | ? | 35% | i | ? | -3%
CCOc1ccc(-c2cc(C(=O)OC)nc3c2c(=O)n(C)c(=O)n3C)cc1 | -10% | ? | -4% | -7% | -27% | 34% | 7% | 7% | -5%
COc1cc(CC(=O)OCn2nnc3ccccc3c2=O)cc(OC)c1OC | -11% | 26%[57.1 µM] | -4% | 12% | -7% | 15% | -5% | 9% | 11%
